HCMV inh: blocks human cytomegalovirus replication. HFF cells, HCMV-luciferase reporter, 72 h; stronger effect = lower value. activity change, negative = inhibition, % at 57.5 µM. 4.5% of 410,000 active. AID 1259415; in the data active = activity change below about -60%; inconclusive = no clear call, values can overlap the other calls; inactive = above about -39%
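Steps: HFFs plated, 16 h 37C; compounds added; HCMV-luciferase added to MOI 1 PFU/cell; 72 h 37C; OneGlo reagent, 5 min room temperature; luminescence read, normalized to controls.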
AMA1 RON2 block: disrupts binding of P. falciparum AMA1 to RON2; AlphaScreen AMA1-biotinylated RON2 peptide binding; Potency, µM (highest dose often 58.2 µM), for the others: top-dose activity change, negative = inhibition, usual class: inhibitors; 0.2% of 360,000 active; AID 720542;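 also: potency is read from the fitted curve at half-maximal effect; 0% = vehicle wells and -100% = peptide control; nearly all actives have a fitted effect of over 45% in size; some results filed as inactive show a strong effect at the top dose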
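AMA1 (3D7) with his tag at 25 nM final met compounds first, then biotinylated RON2 peptide at 25 nM; detection used donor plus acceptor beads, 10 µg/mL apiece, read by AlphaScreen after 30 min at room temperature.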
Sm TGR block: inhibitors of Schistosoma mansoni thioredoxin glutathione reductase; Potency, µM (titrated, usually from 114 µM), for inactives: top-dose activity change, negative = inhibition, hits mostly inhibitors; purified TGR, DTNB reduction, TNB absorbance 405 nm; 3% of 360,000 active; Q962Y6; AID 485364; also: potency is read from the fitted curve at half-maximal effect; nearly all actives have a fitted effect of over 60% in size
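Kinetic colorimetric format: TGR-catalysed, NADPH-driven DTNB reduction monitored via TNB absorbance. Enzyme dispensed at 20 nM; compound exposure 15 min at room temperature before reaction start.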
AmpC inh no detg: inhibitors of E. coli AmpC beta-lactamase without detergent. 0.52% of 330,000 active. AmpC nitrocefin hydrolysis, absorbance 480 nm, 0.0001% Triton. Potency, µM (titrated, usually from 57.1 µM), without a hit: at the top dose activity change, negative = inhibition, most hits filed as inhibitors. AID 485341;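 also: potency is read from the fitted curve at half-maximal effect; plate controls were no compound for no effect and no enzyme for full effect; nearly all actives have a fitted effect of over 20% in size; some results filed as inactive show a strong effect at the top dose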
Target sequence (P00811 whole entry, looked up): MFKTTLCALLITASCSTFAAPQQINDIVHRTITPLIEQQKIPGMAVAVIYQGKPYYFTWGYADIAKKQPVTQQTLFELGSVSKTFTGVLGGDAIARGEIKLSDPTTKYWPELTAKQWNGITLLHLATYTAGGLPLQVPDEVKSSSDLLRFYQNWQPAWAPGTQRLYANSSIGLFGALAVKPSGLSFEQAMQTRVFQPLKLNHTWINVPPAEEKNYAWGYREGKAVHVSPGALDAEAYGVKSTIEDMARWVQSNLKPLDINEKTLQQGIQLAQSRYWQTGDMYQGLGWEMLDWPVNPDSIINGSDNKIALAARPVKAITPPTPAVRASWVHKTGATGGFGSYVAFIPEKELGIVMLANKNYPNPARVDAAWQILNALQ
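20 mM phosphate pH 7.0 + 0.01% (detergent screen) or 0.0001% Triton X-100; 5.3 nM AmpC reagent; cpd preinc 15 min RT; nitrocefin (800 uM stock) to start; A480 q20 s × 4 min; Activity was normalised to no-enzyme and no-compound control wells.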
AmpC detergent: AmpC beta-lactamase inhibition with detergent present; AmpC hydrolysis of nitrocefin, absorbance 480 nm, 0.01% Triton; P00811; 0.041% of 370,000 active; Potency, µM (doses to about 114 µM), inactives show at the top dose activity change, negative = inhibition, usual class: inhibitors; AID 485294;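 also: potency is read from the fitted curve at half-maximal effect; 0% = no-compound wells and -100% = no-enzyme wells; nearly all actives have a fitted effect of over 25% in size; some results filed as inactive show a strong effect at the top dose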
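20 mM phosphate pH 7.0 + 0.01% (detergent screen) or 0.0001% Triton X-100; 5.3 nM AmpC reagent; cpd preinc 15 min RT; nitrocefin (800 uM stock) to start; A480 q20 s × 4 min; Activity was normalised to no-enzyme and no-compound control wells.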
Giardia FBPA inh: Giardia lamblia aldolase inhibition; purified Giardia FBPA; Potency, µM (highest dose often 59.6 µM), for the others: at the highest dose activity, negative = inhibition, most hits filed as inhibitors; 0.71% of 290,000 active; AID 2451; also: potency is read from the fitted curve at half-maximal effect; nearly all actives have a fitted effect of over 55% in size
Target sequence (A8B2U2 whole entry, looked up): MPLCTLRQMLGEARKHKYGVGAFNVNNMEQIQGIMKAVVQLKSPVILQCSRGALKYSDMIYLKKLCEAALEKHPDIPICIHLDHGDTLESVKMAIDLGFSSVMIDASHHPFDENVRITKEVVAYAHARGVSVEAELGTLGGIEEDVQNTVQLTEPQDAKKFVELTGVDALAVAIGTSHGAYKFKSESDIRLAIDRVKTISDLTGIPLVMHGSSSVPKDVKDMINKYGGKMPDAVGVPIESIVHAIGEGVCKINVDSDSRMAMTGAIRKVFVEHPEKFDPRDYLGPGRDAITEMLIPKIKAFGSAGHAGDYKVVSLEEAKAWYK
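40 nM FBPA preincubated 10 min at RT with compound (up to 57.5 uM final), then substrate plus GAPDH/TPI/NAD/arsenate coupling and diaphorase/resazurin added. Fluorescence read after 20 min at RT, 525/598 nm.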
The depositor's hits bear a star; ? = inconclusive; · = no result given; & = joins results of further samples; [ ] = dose if it differs, or a comment. Unless noted, calls follow the shape of the dose curve; as a rule, active = well fitted curve in the direction sought with a large enough effect; inconclusive = small, poorly fitted or top-dose-only effect, or another doubt; inactive = no such curve, though single readings can be large; an effect the other way counts as inactive or inconclusive. Unless noted, % is scaled to controls: 0 for no effect and ±100 for the full control effect.

SMILES	HCMV inh	AMA1 RON2 block	Sm TGR block	AmpC inh no detg	AmpC detergent	Giardia FBPA inh
OCCC1CN(Cc2ccc3c(c2)CCO3)CCN1Cc1ccc(F)cc1 (stereo unspecified)	-13	12%	0%	-6%	8%	5%
CCSc1nnc([C@H](Cc2ccccc2)NC(=O)OC(C)(C)C)o1	-12	12%	4%	3%	1%	2%
O=C(c1ccc2c(c1)OCCO2)N1CCN(c2ncc(C(F)(F)F)cc2Cl)CC1	-31	-15%	7%	84%[activator]	0%	·
O=C(CSc1nnnn1C1CC1)Nc1ccc(S(=O)(=O)N2CCOCC2)cc1	-20	-8%	2%	-34%	1%	·
Cc1cccc(CNC(=O)Cn2nc(C)c3nn(-c4ccc(Cl)cc4)c(C)c3c2=O)c1	6	·	2%	·	5%	·
Cc1ccc(C(=O)NCC(=O)N2CCN(S(=O)(=O)c3cccs3)CC2)s1	14	-8%	0%	-19%	-13%	12%
CC(O)(CS(=O)(=O)c1ccccc1)C(=O)Nc1ccc(C(F)(F)F)cc1 (stereo unspecified)	7	-7%	-7%	6%	-18%	1%
C=CCOc1ccc(CNn2nnnc2N)cc1	-9	21%	6%	-13%	-15%	0%
CCOc1ccccc1N(CC)C(=O)c1ccc2c(=O)n3c(nc2c1)CCCCC3	?	16%	1%&-2%	120%[activator]	?	3%
Cc1cc(/C=C2\C(=O)NC(=O)N(c3ccccc3)C2=O)c(C)n1-c1ccc(C(=O)O)c(Cl)c1	8	2%	28µM*	-39%	?	-21%
Cc1nc2cc(-c3cccc(F)c3)nn2c(C)c1CCC(=O)N1CCN(c2ccccn2)CC1	-24	4%	0%	-3%	3%	8%
CC(=O)c1ccc(NC(=O)c2noc3c2CSc2ccccc2-3)cc1	-24	·	-3%	·	20%	·
O=C(Cc1ccccc1)N/N=C/c1ccc(S(=O)(=O)O)o1	-12	8%	-9%	-13%	-3%	8%
COC(=O)c1cc2c(ccn2-c2ccc(F)cc2)n1CC(C)C	-6	?	17%	-18%	3%	·
Cc1nnc(SCC(=O)N(CCC#N)c2ccc3c(c2)OCCO3)s1	-26	-2%	-13%	-2%	?	·
CCOc1nc(Nc2ccc(OC)c(Cl)c2)nc(N2CCN(c3ccc(OC)cc3)CC2)n1	?	?	-24%	-3%	?	-1%
CCOC(=O)c1cc(CC)sc1NC(=O)CC1Sc2ccc(C(F)(F)F)cc2NC1=O (stereo unspecified)	-8	-9%[2.32 µM]	3%	-6%	0%	1%
COc1ccc(C(=O)CSc2nc3ncccc3[nH]2)cc1OC	-25	-23%	-3%	-20%	2%	-7%
COc1ccc(Sc2nc3ccccc3n3c(C(F)(F)F)nnc23)cc1	8	0%	6%	-8%	3%	10%
Cc1ccc(C(C)NC(=O)c2cc(C)oc2C)cc1 (stereo unspecified)	-26	-10%	-2%	-8%	-1%	1%
CCC(C)(C)NC(=O)C(c1ccc(O)cc1)N(CCOC)C(=O)CCC(=O)Nc1nccs1 (stereo unspecified)	-33	3%	-10%	-19%	0%	1%
O=C(CNS(=O)(=O)c1ccccc1)Nc1cccc([N+](=O)[O-])c1	9	-6%	1%	-15%	?	0%
COc1ccc(-c2c[n+]3c(n2-c2c(C)n(C)n(-c4ccccc4)c2=O)CCCCC3)cc1	1	-12%	?	-28%	2%	0%
O=C(NNC(=O)c1ccc[nH]1)c1cc(Cl)cc(Cl)c1	-14	28%	5%	-12%	2%	·
COc1ccc(CCNC(=O)C/C(C)=N/NC(=O)c2cnccn2)cc1	-12	140%[activator]	-15%	10%	0%	10%
CCCCNC(=O)CNC(=O)c1nn(-c2ccc(OC)c(Cl)c2)c(=O)c2ccccc12	-18	9%	0%	-14%	-10%	5%
Cc1ccc(N(C)S(=O)(=O)c2ccc3c(c2)C(C)(C)C(=O)N3C)cc1C	-21	·	1%	·	3%	·
COc1ccc(CSc2nnc(C)s2)cc1F	23	2%	10%	-14%	7%	0%
Fc1ccc(N2CCN(C(c3cccs3)c3nnnn3C3CCCC3)CC2)cc1 (stereo unspecified)	?	-10%	-24%	2%	-16%	-2%
Cc1ccc(-c2nc3ccccc3c(=O)n2CCN2CCOCC2)cc1	50	5%	1%	2.2µM*	0%	-3%

An excerpt from above in order of formula weight, rising:
SMILES	HCMV inh	AMA1 RON2 block	Sm TGR block	AmpC inh no detg	AmpC detergent	Giardia FBPA inh
Cc1ccc(C(C)NC(=O)c2cc(C)oc2C)cc1 (stereo unspecified)	-26	-10%	-2%	-8%	-1%	1%
COc1ccc(CSc2nnc(C)s2)cc1F	23	2%	10%	-14%	7%	0%
O=C(NNC(=O)c1ccc[nH]1)c1cc(Cl)cc(Cl)c1	-14	28%	5%	-12%	2%	·
O=C(Cc1ccccc1)N/N=C/c1ccc(S(=O)(=O)O)o1	-12	8%	-9%	-13%	-3%	8%
COC(=O)c1cc2c(ccn2-c2ccc(F)cc2)n1CC(C)C	-6	?	17%	-18%	3%	·
COc1ccc(C(=O)CSc2nc3ncccc3[nH]2)cc1OC	-25	-23%	-3%	-20%	2%	-7%
O=C(CNS(=O)(=O)c1ccccc1)Nc1cccc([N+](=O)[O-])c1	9	-6%	1%	-15%	?	0%
COc1ccc(CCNC(=O)C/C(C)=N/NC(=O)c2cnccn2)cc1	-12	140%[activator]	-15%	10%	0%	10%
Cc1ccc(N(C)S(=O)(=O)c2ccc3c(c2)C(C)(C)C(=O)N3C)cc1C	-21	·	1%	·	3%	·
COc1ccc(Sc2nc3ccccc3n3c(C(F)(F)F)nnc23)cc1	8	0%	6%	-8%	3%	10%
Fc1ccc(N2CCN(C(c3cccs3)c3nnnn3C3CCCC3)CC2)cc1 (stereo unspecified)	?	-10%	-24%	2%	-16%	-2%
COc1ccc(-c2c[n+]3c(n2-c2c(C)n(C)n(-c4ccccc4)c2=O)CCCCC3)cc1	1	-12%	?	-28%	2%	0%
CCCCNC(=O)CNC(=O)c1nn(-c2ccc(OC)c(Cl)c2)c(=O)c2ccccc12	-18	9%	0%	-14%	-10%	5%
CCOc1nc(Nc2ccc(OC)c(Cl)c2)nc(N2CCN(c3ccc(OC)cc3)CC2)n1	?	?	-24%	-3%	?	-1%
CCC(C)(C)NC(=O)C(c1ccc(O)cc1)N(CCOC)C(=O)CCC(=O)Nc1nccs1 (stereo unspecified)	-33	3%	-10%	-19%	0%	1%

(continued)
SMILES	HCMV inh	AMA1 RON2 block	Sm TGR block	AmpC inh no detg	AmpC detergent	Giardia FBPA inh
CN(C)S(=O)(=O)c1ccc2c(c1)C(=O)c1cc(S(=O)(=O)N(C)C)ccc1CC2	-25	·	-6%	-9%	-3%	·
O=C(Nc1ccc2c(c1)OCCO2)C1CC(O)CN1C(=O)Nc1ccccc1 (stereo unspecified)	-14	0%	1%	-5%	-7%	-1%
CC(C)CCNC(=O)c1onc(CSc2ccc(F)c(F)c2)c1C(=O)NCCC(C)C	23	11%	-7%	-20%	-6%	-7%
COc1ccc(Cl)cc1S(=O)(=O)N1CCC(C(=O)NCC2CCCO2)CC1 (stereo unspecified)	-22	-1%	1%	25%	5%	7%
Cc1c(N=C2Nc3cccc4cccc2c34)c(=O)n(-c2ccccc2)n1C	27&-14	5%&-4%	-14%[11.4 µM]	-5%	-8%	-12%
C/C(=N\NC(=O)c1nn(C)c(C)c1Br)c1cccc(NC(=O)c2ccc(F)cc2)c1	-5	-2%	4%	-23%	4%	1%
COc1cc(OC)c(OC)cc1CN(C)CC1CCCN(CCc2ccccc2F)C1 (stereo unspecified)	-2	0%	-6%	14%	0%	1%
CC1(C)CC(NC(=O)C2CCCCC2)CC(C)(C)N1	38	-2%	?	-11%	1%	-1%
CCCCn1ccnc1C(=O)c1cccc(S(=O)(=O)N2CC(C)CC(C)C2)c1 (stereo unspecified)	-21	9%	-10%	17%	6%	-1%
CCN(CC)S(=O)(=O)c1ccc(N2CCOCC2)c(NC(=O)c2ccc(OC)c([N+](=O)[O-])c2)c1	-35	-18%	13%	-27%	3%	-6%
Cc1ccc(NS(=O)(=O)c2ccc(C(=O)NCCCN3CCOCC3)cc2)cc1	-37	81%[activator]	0%	-13%	-14%	·
CN1CCN(P(=O)(c2ccccc2)c2nc3ccccc3s2)CC1 (stereo unspecified)	23	3%	-26%	-9%	-14%	-3%
O=C(Nc1cccc(S(=O)(=O)N2CCCC2)c1)c1ccccc1OC(F)F	1	-4%	-25%	-23%	2%	·
CCOC(=O)[C@@H]1[C@H]2COc3ccc(Br)cc3[C@@H]2N2C(=O)N(c3ccc(OC)cc3)C(=O)[C@]12C	·	0%	1%	-16%	?	-1%
CCOc1c(CNCCSc2nnnn2C)cccc1OC	8	·	-8%	·	0%	·

Two records drawn at random from those above, as already listed:
SMILES	HCMV inh	AMA1 RON2 block	Sm TGR block	AmpC inh no detg	AmpC detergent	Giardia FBPA inh
CCN(CC)S(=O)(=O)c1ccc(N2CCOCC2)c(NC(=O)c2ccc(OC)c([N+](=O)[O-])c2)c1	-35	-18%	13%	-27%	3%	-6%
Cc1ccc(NS(=O)(=O)c2ccc(C(=O)NCCCN3CCOCC3)cc2)cc1	-37	81%[activator]	0%	-13%	-14%	·

(list continues)
SMILES	HCMV inh	AMA1 RON2 block	Sm TGR block	AmpC inh no detg	AmpC detergent	Giardia FBPA inh
CCc1ccccc1NC(=O)Cn1c2ncccc2c(=O)n1-c1ccccc1	-31	·	27%	·	0%	·
Cc1cc2nc(CCN3CCOCC3)n(S(=O)(=O)c3ccc(C(C)(C)C)cc3)c2cc1C	-10	-3%	0%	-4%	?	1%
CCCn1c(O)c(C=Nc2ccccc2)sc1=S	21	-4%	13%	-23%	0%	-23%
C#CCOCCOCCOCCNc1nc(N2CCN(C(=O)CCCCCCCCCCNC(=O)[C@@H](CCC(=O)O)n3cc(CCCCCN)nn3)CC2)nc(N2CCN(C(=O)CCCCCCCCCCNC(=O)[C@H]([C@@H](C)CC)n3cc(CCCCCN)nn3)CC2)n1	·	-17%	-25%	136%[activator]	?	·
O=C(NC1=NCCS1)c1ccc(OCC2CCCO2)cc1 (stereo unspecified)	181	74%[activator]	8%	-1%	-9%	-1%
COc1ccc(-n2nc(C(=O)NCC(=O)N3CCN(c4ccccn4)CC3)c3ccccc3c2=O)cc1Cl	124	8%	2%	-34%	1%	-4%
O=C(CCCSc1nc2ccccc2[nH]1)Nc1ccccc1	30	-11%	6%	-8%	6%	-13%
Cc1cc(C)c2[nH]c(=O)c(C(c3nnnn3Cc3ccc4c(c3)OCO4)N3CCC(C)CC3)cc2c1 (stereo unspecified)	50	14%	-34%	-25%	?	0%
CCOC(=O)N1CCN(c2nc(-c3cccc(OC)c3)cc(C(F)(F)F)n2)CC1	-6	-13%	22%	-34%	-3%	-1%
Cc1cc(NC(=O)[C@H](C)NC(=O)c2ccco2)ccc1Br	64	-2%	-13%	-23%	-9%	8%
CC(C)n1cc(CN2CCN(CCc3ccccc3)C(CCO)C2)cn1 (stereo unspecified)	59	-14%	-11%	-10%	5%	5%

Compounds as they come (roughly 7.8% active in at least one column).
